# Screening data deposited in PubChem BioAssay by several laboratories.
# CDK5 p35 inh: CDK5/p35 (human) kinase inhibition; AID 488839; Q00535+Q15078; 330,000 tested, 0.01% active; Recombinant CDK5/p35, ADP-Glo luminescence, 60 min; inhibition, % at 10 µM;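 active means highest replicate inhibition of at least 50% and at least 75% of replicates reaching 50%; inconclusive means only one of the two criteria met; inactive means both criteria failed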;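 further: plate controls were DMSO neutral control for no effect and GW8510 at 10 µM for full effect; many of its hits are not listed in these tables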
# dFosB activator: enhances mouse delta FosB homodimer DNA binding; 340,000 tested, 0.99% active; activation, % at 25 µM; P13346; purified delta FosB, TAMRA-CDK5 oligo fluorescence polarization; percent of positive-control signal above neutral wells; AID 493131;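 active means mean activation above about 17%, with every replicate also reaching it, limit read from the data, passing the limit was not always enough; inconclusive means only one of the two conditions met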;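 further: fluorescence polarization rise as delta FosB binds a TAMRA Cdk5 AP-1 oligo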
# Target sequence (P13346 whole entry, looked up): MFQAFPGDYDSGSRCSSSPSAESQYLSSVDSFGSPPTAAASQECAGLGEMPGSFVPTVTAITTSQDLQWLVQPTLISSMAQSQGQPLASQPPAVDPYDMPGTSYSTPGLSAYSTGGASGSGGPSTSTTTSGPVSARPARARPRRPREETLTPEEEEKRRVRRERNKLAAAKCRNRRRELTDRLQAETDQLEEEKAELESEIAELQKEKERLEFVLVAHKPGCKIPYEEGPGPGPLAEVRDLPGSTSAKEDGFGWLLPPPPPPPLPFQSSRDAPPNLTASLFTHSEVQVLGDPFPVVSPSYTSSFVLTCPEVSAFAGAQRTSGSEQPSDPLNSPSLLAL
# cardiac RTF act: cardiac RTF calcium sensitization. P19429+P45379. AID 493008. 340,000 tested, 0.24% active. IANBD-labeled TnC RTF fluorescence at EC20 calcium; 0% EC20 calcium, 100% full calcium. activation, % at 7.2 µM;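 active means activation above the mean over all tested compounds plus 3 SD, cut at about 30% in these data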;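 further: rise in fluorescence read as greater calcium sensitivity of cardiac thin filaments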
# SR-BI uptake up: SR-BI HDL lipid transfer activation | AID 504775 | CHO ldlA[mSR-BI] cells, DiI-HDL uptake fluorescence, 3 h; 100 = double the neutral-control signal | activation, % at 12.5 µM | 320,000 tested, 0.096% active;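 active means mean replicate activation of at least 60% and every replicate at or above 60%; inconclusive means mean or all-replicate condition met, but not both; inactive means mean below 60% and not all replicates reaching 60%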;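 further: 0% = median plate neutral-control signal and 100% = twice that signal; values of inactives mirror those of a sister screen read the other way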
#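 System: LDL receptor-deficient CHO ldlA cells overexpressing murine SR-BI | Timing: 3 h uptake period with compound, 37 °C | Medium: HEPES-buffered (25 mM, pH 7.4) F12 plus 0.5% BSA | Dosing: Single-point compound dose | Signal: Bottom-read fluorescence, 550/595 nm | Read-out: Retained DiI signal reflecting DiI-HDL uptake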
# Rtt109 HAT inh: C. albicans Rtt109 histone acetyltransferase inhibition; inhibition, % at 34.9 µM; 330,000 tested, 0.16% active; Q5AAJ8; purified Rtt109/Vps75, ThioGlo CoA-SH fluorescence, 4 h;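 active means inhibition of at least 50% in every replicate; inconclusive means best replicate reaches 50% inhibition but some replicates fall short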
# Target sequence (Q5AAJ8 whole entry, looked up): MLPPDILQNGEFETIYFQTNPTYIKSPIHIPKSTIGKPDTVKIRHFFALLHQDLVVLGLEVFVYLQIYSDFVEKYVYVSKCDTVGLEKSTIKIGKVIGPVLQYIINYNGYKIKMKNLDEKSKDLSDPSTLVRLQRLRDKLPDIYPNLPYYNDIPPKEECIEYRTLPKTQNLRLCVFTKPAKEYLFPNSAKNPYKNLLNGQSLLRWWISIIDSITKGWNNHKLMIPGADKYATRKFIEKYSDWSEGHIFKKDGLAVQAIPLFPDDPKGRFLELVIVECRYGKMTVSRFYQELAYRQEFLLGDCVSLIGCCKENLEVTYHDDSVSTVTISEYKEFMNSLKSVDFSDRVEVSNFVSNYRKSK
# PvdQ acylase: P. aeruginosa PvdQ acylase inhibition; purified PvdQ acylase, fluorescence plate reader; inhibition, % at 10 µM; 340,000 tested, 0.063% active; in the data active means inhibition above about 30%, passing the limit was not always enough; inconclusive means no clear call, values can overlap the other calls;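 further: 0% = vehicle neutral wells and 100% = reference inhibitor wells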
# Wnt bcat act: activates Wnt/beta-catenin signaling in a reporter cell assay | activator, plate reader | activation, % at 9.35 µM | 300,000 tested, 1.2% active | AID 743398; in the data active means activation above about 30%, passing the limit was not always enough; inconclusive means no clear call, values can overlap the other calls;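 further: 0% = neutral control wells and 100% = positive control wells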
# HTR5A ag: counter-screen for OPRM1-OPRD1 agonists: human HTR5A agonism; P47898; HTR5A agonist assay, luminescence, cell-based; 340,000 tested, 0.61% active; activation, % at 9.3 µM; AID 504692; in the data active means activation mostly above about 9.5%, no sharp cut-off; inactive means mostly below about 7.6%;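 further: 0% = cells with vehicle only and 100% = reference agonist; strong numbers were not always called active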
# Target sequence (P47898 whole entry, looked up): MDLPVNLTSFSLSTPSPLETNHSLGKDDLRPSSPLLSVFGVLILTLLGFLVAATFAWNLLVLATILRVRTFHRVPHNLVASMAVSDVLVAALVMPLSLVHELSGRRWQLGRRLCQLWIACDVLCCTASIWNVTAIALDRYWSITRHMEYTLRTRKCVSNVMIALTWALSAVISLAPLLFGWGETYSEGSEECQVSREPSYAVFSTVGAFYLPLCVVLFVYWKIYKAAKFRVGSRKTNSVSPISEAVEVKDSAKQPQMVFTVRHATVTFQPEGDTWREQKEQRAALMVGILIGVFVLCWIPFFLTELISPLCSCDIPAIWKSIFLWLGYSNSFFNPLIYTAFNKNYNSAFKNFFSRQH
# MITF act: increases MITF-driven TRPM1 promoter luciferase signal | SK-MEL-5 TRPM1-promoter luciferase, 24 h; % of positive control, neutral wells = 0 | activation, % at 12.5 µM | 300,000 tested, 0.75% active | AID 588334;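 active means mean activation of at least 80% with every replicate also reaching 80%; inconclusive means mean reaches 80% but some replicate falls short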;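 further: 0% = neutral control wells and 100% = parthenolide positive control wells; values of inactives mirror those of a sister screen read the other way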
# SR-BI DiI inh: inhibitors of mouse SR-BI mediated HDL lipid uptake. Q61009. ldlA[mSR-BI] CHO cells, DiI-HDL uptake fluorescence, 3 h. inhibition, % at 12.5 µM. 320,000 tested, 0.96% active;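 active means mean replicate inhibition of at least 70% and a set share of replicates each scoring 70 or more; inconclusive means meets just one of the two criteria; inactive means fails both criteria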;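 further: 0% = median of neutral control wells and 100% = median of positive control wells; values of inactives mirror those of a sister screen read the other way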
# Starred values were filed as active, the others as inactive; ? = inconclusive; · = not tested or not shown.
item	structure	CDK5 p35 inh	dFosB activator	cardiac RTF act	SR-BI uptake up	Rtt109 HAT inh	PvdQ acylase	Wnt bcat act	HTR5A ag	MITF act	SR-BI DiI inh
1	Cc1cccc(C)c1NC(=O)CN(C)C(=O)c1cccc(S(=O)(=O)N2CCN(c3ccc(F)cc3)CC2)c1	-1.5	-2	-2	-8	0	-15	-7	-2	-37	8
2	O=C(Nc1ccccc1C(=O)O)c1ncn[nH]1	2.7	-7	1	-10	3	-5	·	3	0	10
3	CCN1CCCC1CNC(=O)c1c(O)c2c([nH]c1=O)CCCC2 (stereo not drawn)	1.2	-7	1	18	2	1	-6	0	4	-18
4	Cc1cc2ncc(C(N)=O)cn2n1	-0.9	-6	4	-5	-6	4	1	0	5	5
5	COc1ccc(-n2nc(C(=O)NCC(=O)N3CCOCC3)c3ccccc3c2=O)c(OC)c1	0.3	-2	-10	·	-10	3	10	1	3	·
6	CCN1C(=O)[C@@H]2[C@H](C1=O)[C@@H]1C(=O)Nc3ccccc3C(=O)N1[C@@H]2c1ccc(OC)cc1	-0.6	-8	0	8	5	-1	2	8	4	-8
7	Cc1nn(-c2ccccc2)c(NC(=O)c2cccs2)c(-c2ccccc2)c1=O	-3.7	-3	5	-19	-2	-1	·	6	2	19
8	CCCNC(=O)c1ccccc1NC(=O)COc1cccc2c1OC(C)(C)C2	0.2	-11	-4	4	5	6	-2	27*	0	-4
9	C/C(=N\Nc1nc2ccccc2[nH]1)c1cccs1	-0.1	8	-3	-5	-1	3	25	9	20	5
10	CCOC(=O)c1nn(-c2cccc(C)c2)c2nnc(Cc3ccc(C)cc3)c(=O)n12	-0.9	0	-5	0	22	-10	-4	2	4	0
11	Cc1ccc(C(=O)NCCSc2ccc(Cl)cc2)cc1S(=O)(=O)Nc1ccccc1	-0.2	0	0	-34	21	1	-3	4	-6	34
12	CCOC(=O)Cc1csc(NC(=O)c2ccc(Br)o2)n1	-0.1	2	-6	12	-9	-11	7	5	13	-12
13	Cc1cc(=O)[nH]c(N/N=C/c2c(C)nn(-c3ccc(F)cc3)c2Cl)n1	1.6	46*	3	-23	-2	-11	-1	-1	6	23
14	CCOC(=O)C(C)Sc1ncc(OC)c(=O)[nH]1 (stereo not drawn)	0.2	-2	0	13	-2	1	-7	1	·	-13
15	CC(OC(=O)C1=Cc2ccccc2OC1)C(=O)NCc1ccco1 (stereo not drawn)	0.4	1	-1	-10	-7	2	-1	4	-3	10
16	Cc1c(C(=O)CN2CCN(c3ccccc3)CC2)c2ccccc2n1C	-0.1	-8	4	-24	·	-9	1	-4	0	24
17	CCNc1nc(SC(C)C(=O)Nc2ccccc2)nc(N(C)C)n1 (stereo not drawn)	0.7	-5	-1	-8	-3	-6	-1	4	-11	8
18	Cc1cccc(-n2ncc3c2CCCC3NC(=O)CCc2cccnc2)c1C (stereo not drawn)	-0.4	-1	-7	-8	11	0	-2	8	-6	8
19	CC(C)=CC(=O)OCC(=O)Nc1cccc([N+](=O)[O-])c1	-1.9	2	7	4	-8	-1	3	3	-6	-4
20	COc1cc(/C=C/C(=O)NC2CCCCC2)cc(OC)c1OC	0.8	-15	-4	-27	0	-8	-1	0	·	27
21	CCCCOc1ccc(S(=O)(=O)NC(=O)NCc2ccc(OCCC)cc2)cc1	2.2	-5	3	15	4	-12	-1	-1	2	-15
22	CCCCCOc1ccc(C(=O)Nc2ccc(N3CCOCC3)cc2N2CCOCC2)cc1	-0.8	7	3	-43	-4	-11	-2	6	14	43
23	COc1ccc(S(=O)(=O)Nc2cc(S(=O)(=O)c3ccccc3)c(O)cc2C)cc1	-0.4	-11	3	18	10	-13	-2	1	7	-18
24	COc1cc(C2c3[nH]c4ccccc4c3CC3COC(=O)N32)cc(OC)c1O (stereo not drawn)	0.4	-12	-2	-21	2	-8	-7	1	·	21
25	CCCCCN(C(=O)CCC(=O)OCC(=O)c1c(C)cc(C)cc1C)c1c(N)n(CCCC)c(=O)[nH]c1=O	1.5	-4	-12	-30	6	-12	-3	-3	-4	30
26	COc1ccc(CNC(=O)COC(=O)Cc2ccc(Cl)cc2Cl)cc1	-2.0	-8	-11	22	-10	-6	-6	-6	-3	-22
27	O=C(COC(=O)c1ccc(F)cc1)Nc1nc2ccc([N+](=O)[O-])cc2s1	0.1	2	-1	9	-10	-8	1	-4	-9	-9
28	CCCC(c1nnnn1CS(=O)(=O)c1ccc(C)cc1)N1CCN(c2ccccc2)CC1 (stereo not drawn)	-1.3	-6	-4	-14	3	-17	·	-1	-20	14
29	CCN(C(=O)COc1ccccc1[N+](=O)[O-])C1CCS(=O)(=O)C1 (stereo not drawn)	-0.2	-5	-6	19	6	-6	0	-2	22	-19
30	COc1ccc(CCN2CC(C(=O)N3CCC(OC)CC3)CCC2=O)cc1 (stereo not drawn)	0.9	4	0	6	-8	-12	0	2	7	-6
31	c1ccc(-c2n[nH]c3c2CCC3)cc1	1.3	4	2	20	4	-15	0	-4	-1	-20
32	COc1ccc(CNC(=S)Nc2cc(OC)ccc2OC)cc1	-0.7	-3	13	-5	-5	-4	-1	5	-1	5
33	CN(c1ccc(C(=O)NCc2ccc3c(c2)OCO3)cc1)S(=O)(=O)c1ccccc1	-9.1	-2	-1	12	5	4	-2	4	-8	-12
34	O=C(NCc1ccco1)c1ccccc1-c1ccc(C(F)(F)F)cc1	-0.4	6	-7	-6	11	-5	0	-1	3	6
35	COC(=O)c1nnn(-c2ccccc2)c1N	-3.5	2	12	-1	6	-8	·	4	·	1
36	C/C=C/c1ccc(OCC(=O)Nc2ccc(OC)c(OC)c2)c(OC)c1	-0.5	-8	4	-20	6	-7	-2	-2	-7	20
37	CCCCNC(=O)CNC(=S)N(Cc1ccccc1)Cc1cccs1	0.1	-13	-1	-9	12	-1	1	4	11	9
38	COCCn1c(=S)[nH]c2cc(C(=O)NC(C)C)ccc2c1=O	0.9	5	-6	47	-2	5	·	-2	·	-47
39	COc1cccc2c3cccc(OC)c3c3[nH]cnc3c12	0.5	-95	-3	-1	13	-10	4	5	-6	1
40	CC(=O)Nc1ccc(-c2csc(NC(=O)C3=COCCO3)n2)cc1	0.5	-13	-5	-7	2	-4	2	0	57	7
41	COC(=O)Cc1c(C)nc2nc(NCc3ccccc3OC)[nH]n2c1=O	1.0	-15	3	5	5	-27	·	3	-17	-5
42	CCC(=O)Nc1nc(=S)ss1	0.0	-2	3	-6	5	-4	·	-5	9	6
43	CCN(CC)c1ccc2nc3ccc(N)cc3[n+](-c3ccccc3)c2c1	20	-244	8	10	-4	-16	-18	-14	-93	-10
44	CCc1nc2ccccc2c(C(=O)NCc2ccc(OC)cc2)c1C	1.1	-7	1	-5	3	-12	-1	4	-9	5
45	O=C(NC(=S)Nc1ccc(Cl)cn1)c1cccs1	-0.6	4	3	11	5	-13	17	-5	16	-11
46	CCCSC1=C(C#N)C(c2cccs2)CC(=O)N1 (stereo not drawn)	0.7	-2	-5	2	6	-6	1	-1	·	-2
47	COc1cc(/C=N/Nc2nn3cnnc3c3ccccc23)ccc1O	0.5	-4	0	-7	1	-11	·	2	-10	7
48	CCOC(=O)CNC(=O)C12CC3CC(C1)CC(c1ccc(C)cc1)(C3)C2	-3.9	-6	2	21	-6	-6	0	7	4	-21
49	N#Cc1nc(N2CCOCC2)nc(N2CCOCC2)n1	1.4	-4	0	27	-12	-8	-2	4	-22	-27
50	CN(C)CCCNc1nc2sc3c(c2c(=O)n1CCc1ccccc1)CCCCC3	-1.6	-8	0	21	3	-16	-4	1	-64	-21
51	O=C(CCC(=O)OCc1ccc([N+](=O)[O-])cc1Cl)Nc1ccccc1	0.2	-2	0	2	-4	-15	2	-1	-9	-2
52	CCOC(=O)CC(NC(=O)Cn1nnc(-c2ccccc2F)n1)c1ccc(OC)cc1 (stereo not drawn)	0.6	-9	4	21	-15	-7	0	-2	-4	-21
53	Cc1cc(NC(=O)c2cccc(S(=O)(=O)N3CCC(C)CC3)c2)no1	1.3	-5	-6	-19	3	-4	-1	-1	-2	19
54	Nc1c(N(CCO)C(=O)/C=C/c2ccco2)c(=O)[nH]c(=O)n1Cc1ccccc1	1.2	-1	-4	10	-2	-6	0	1	-5	-10
55	O=C(Oc1ccc(C(=S)N2CCOCC2)cc1)c1ccccc1[N+](=O)[O-]	1.8	-8	4	-1	-7	-10	0	-1	-12	1
56	O=C1C2CCCN2C(=O)N1CCCN1CCN(c2cccc(Cl)c2)CC1 (stereo not drawn)	2.6	0	-3	-4	-2	-16	-2	4	-22	4
57	CC(=O)N1CCN(C(=O)c2ccc(S(=O)(=O)Nc3ccccc3Cl)cc2)CC1	0.1	-5	-1	-2	1	0	2	-2	4	2
58	O=C(CSc1nnc(C2CC2)n1-c1ccccc1)Nc1ccc(N2CCOCC2)cc1	1.5	-3	11	·	1	-7	·	1	-6	·
59	COCC(=O)N/N=C/c1c(C)[nH]n(-c2ccccc2)c1=O	0.0	1	·	32	-2	-7	-2	·	-15	-32
60	CC1(C)CC(NS(=O)(=O)OCC(Cl)(Cl)Cl)c2cc(C#N)ccc2O1 (stereo not drawn)	3.2	-8	0	-21	10	3	-1	18	-2	21

# (more compounds)
item	structure	CDK5 p35 inh	dFosB activator	cardiac RTF act	SR-BI uptake up	Rtt109 HAT inh	PvdQ acylase	Wnt bcat act	HTR5A ag	MITF act	SR-BI DiI inh
61	CC1CN=C2C(C(=O)Nc3ccccc3)=C(O)CC(c3ccccc3)N21 (stereo not drawn)	-4.8	-11	-5	1	5	-24	2	0	12	-1
62	CCOC(=O)N1CCN(C/C(C)=C/c2ccccc2)CC1	3.6	-3	0	17	-12	-5	·	-3	8	-17
63	CS(=O)(=O)N(Cc1ccc(C(=O)NN=C2CCCC2)cc1)c1ccccc1	-0.4	1	2	-24	7	-4	·	3	3	24
64	CC(C)c1cc(=O)[nH]c(N2CCN(Cc3ccc4c(c3)OCO4)CC2)n1	-0.1	-12	7	-8	-1	9	3	1	·	8
65	O=C(CCc1ccc(S(=O)(=O)N2CCOCC2)cc1)NCCCN1CCCC1=O	1.4	4	-3	-6	12	6	·	-5	·	6
66	Cc1cc(=O)oc2cc(O)c(N=Nc3ccccc3)cc12	0.2	-2	5	-2	-2	-7	?	11	21	2
67	OCC(Cc1ccccc1)NCc1ccccc1C(F)(F)F (stereo not drawn)	-2.6	3	-4	25	-6	4	-2	5	-7	-25
68	COc1ccc(N2CCN(C(CNC(=O)COc3ccccc3)c3ccco3)CC2)cc1 (stereo not drawn)	-0.2	-1	-4	-2	6	-19	1	-2	-5	2
69	C=C(CC1([C@@H](NP(=O)(c2ccccc2)c2ccccc2)[C@H]2C[C@@H]2CCCC)CC1)c1ccccc1	0.1	4	-4	37	-2	-4	-25	0	-2	-37
